# NF-kB neuron act: activators of NF-kB expression in neurons, primary screen, cell-based, HTS. human neuronal cells, NF-kB reporter expression; stronger effect = higher value. fold change at 12.5 µM. 190,000 tested, 1.6% active; in the data active = fold change above about 3.3
# FLuc inhib CS: firefly luciferase enzyme inhibitors, primary screen, artefact control for luciferase-based inhibitor screens, biochemical, luminescence, ATPLite. Luciferin 4-monooxygenase (Photinus pyralis), P08659. 10 min. inhibition, % at 10 µM. 200,000 tested, 1.5% active. AID 1006, 2008;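 active = inhibition above about 50% when tested at 10 µM, limit read from the data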
# FLuc stim CS: FLuc activators, initial screening, artefact control for FLuc-dependent activation tests, biochemical, ATPlite luminescence; 200,000 tested, under 10 active; ATPlite luciferase biochemical, 10 min; 0 = ATP-free wells, 1 = DMSO control; activation factor at 10 µM; Luciferin 4-monooxygenase (Photinus pyralis), P08659;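 active = luciferase activation factor, scaled between plate controls, of at least 2 with compound at 10 µM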
#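 System: cell-free luciferase reagent; medium: PBS as buffer for the ATP substrate; doses: test compounds dosed from 2 mM stocks in 100% DMSO; incubation: 10 min, room temperature; measured by: luminescence from luciferase reaction; read-out: luciferase activation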
# TLR4 MyD88 comp: inhibitors of TLR4-MyD88 association in cells, primary screen, cell-based, HeLa CL3-4, BLA complementation, FRET ratio | Toll-like receptor 4 (Homo sapiens) + Myeloid differentiation primary response protein … | HeLa CL3-4 TLR4/MyD88 BLA complementation | inhibition, % at 8.4 µM | 200,000 tested, 0.18% active | AID 861, 2007; in the data active = inhibition above about 25%;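 note: 0% = vehicle and 100% = reference inhibitor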
# Target sequence (O00206 whole entry, looked up): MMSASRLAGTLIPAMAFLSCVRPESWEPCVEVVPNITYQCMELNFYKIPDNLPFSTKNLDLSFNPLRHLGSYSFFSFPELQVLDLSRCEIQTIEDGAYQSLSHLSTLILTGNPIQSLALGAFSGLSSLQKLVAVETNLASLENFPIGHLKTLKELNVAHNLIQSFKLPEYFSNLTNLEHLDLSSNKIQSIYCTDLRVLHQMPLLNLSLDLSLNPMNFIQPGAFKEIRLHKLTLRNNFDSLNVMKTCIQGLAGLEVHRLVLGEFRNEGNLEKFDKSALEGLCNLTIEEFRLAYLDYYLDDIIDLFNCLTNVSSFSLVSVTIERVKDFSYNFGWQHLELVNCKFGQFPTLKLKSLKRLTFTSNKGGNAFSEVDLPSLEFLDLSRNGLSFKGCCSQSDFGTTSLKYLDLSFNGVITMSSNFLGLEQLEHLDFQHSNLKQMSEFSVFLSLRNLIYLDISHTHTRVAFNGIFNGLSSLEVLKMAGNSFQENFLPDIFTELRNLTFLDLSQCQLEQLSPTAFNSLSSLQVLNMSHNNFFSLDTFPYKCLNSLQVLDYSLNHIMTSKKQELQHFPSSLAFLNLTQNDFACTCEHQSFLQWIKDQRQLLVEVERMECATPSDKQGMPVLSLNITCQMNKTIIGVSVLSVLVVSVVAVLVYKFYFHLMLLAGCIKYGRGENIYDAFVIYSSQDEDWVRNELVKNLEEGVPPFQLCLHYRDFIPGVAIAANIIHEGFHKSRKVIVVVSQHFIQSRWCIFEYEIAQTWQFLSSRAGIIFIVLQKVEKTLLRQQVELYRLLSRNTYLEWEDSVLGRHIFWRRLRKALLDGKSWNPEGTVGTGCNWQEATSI
# Target sequence (Q99836 whole entry, looked up): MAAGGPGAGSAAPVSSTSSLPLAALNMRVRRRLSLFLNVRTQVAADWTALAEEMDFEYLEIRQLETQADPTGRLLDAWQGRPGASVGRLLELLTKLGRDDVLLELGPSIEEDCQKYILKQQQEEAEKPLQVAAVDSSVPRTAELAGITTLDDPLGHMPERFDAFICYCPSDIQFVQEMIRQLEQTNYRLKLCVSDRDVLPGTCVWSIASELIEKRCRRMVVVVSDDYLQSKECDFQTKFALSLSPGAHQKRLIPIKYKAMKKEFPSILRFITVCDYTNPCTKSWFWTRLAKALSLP
# Diaphorase act: compounds boosting diaphorase resazurin reduction – biochemical, uHTS, resorufin fluorescence, counter-screen for diaphorase-coupled primary assays, primary screen. Diaphorase/resazurin coupled assay, 16 min; stronger effect = higher value; 1 = vehicle wells, 0 = NADH-free wells. activation factor at 20 µM. 190,000 tested, 0.005% active. AID 1229, 2008;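 active = diaphorase activity raised at least twofold by the compound at 20 µM; inactive = activation factor below 2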
#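 Assay system: bacterial diaphorase enzyme (C. kluyveri) / Input: enzyme 0.07 U/mL final / Medium: 50 mM HEPES pH 7.4 with 4.542 mM MgCl2, 0.005% Tween 20 / Doses: single compound dose of 20 µM, 1% DMSO final / Incubation: 16 min enzyme reaction, ambient temperature / Signal: fluorescence, excitation 544 nm and emission 590 nm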
# APP 5'UTR act: activators of APP 5'UTR luciferase reporter, primary screen, SH-SY5Y cells; SH-SY5Y APP 5'UTR luciferase reporter, luminescence; zero percent = DMSO vehicle wells; activation, % at 2 µM; 190,000 tested, 1% active; AID 1276, 2008;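 active = activation above a set limit, based on mean plus 3 SD of controls, cut at about 140% in these data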; note: values of inactives mirror those of a sister screen read the other way
# STAT1 activator: STAT1 signaling activators, primary screen, cell-based, HTS, luciferase reporter. NIH 3T3 STAT1-luciferase reporter, IFN-gamma, luminescence; 100% = IFN-gamma alone, no compound. activation (% of control), % at 5.5 µM. 200,000 tested, 2.6% active. AID 932, 2007;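 active = activation above the screen-wide mean activation plus 3 SD, cut at about 130% in these data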;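 note: raw ratio to IFN-gamma control signal so 100% means no change and 0% no light; values of inactives mirror those of a sister screen read the other way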
# Diaph inh CS: diaphorase inhibitors and chemical oxidizers, primary screen, counter-screen for diaphorase-coupled primary assays, biochemical, uHTS, resorufin fluorescence; diaphorase resazurin-to-resorufin fluorescence, NADH, 16 min; bacterial (C. kluyveri) enzyme, not human; inhibition, % at 20 µM; 190,000 tested, 0.69% active;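 active = primary screen inhibition at 20 µM above a set limit, cut at about 50% in these data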;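 note: plate controls were DMSO with full reaction for no effect and wells lacking NADH for full effect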
#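 System: Diaphorase enzyme from Clostridium kluyveri | Amount: Enzyme working solution with 0.14 U/mL diaphorase | Benchmarks: No-NADH positive control and DMSO neutral control | Signal: Fluorescence of resorufin formed from resazurin, Ex 544/Em 590 nm | Schedule: 16-min room-temperature incubation before reading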
# APP transl inh: inhibitors of APP translation via 5'UTR reporter, primary screen, APP 5'UTR luciferase, SH-SY5Y cells; SH-SY5Y APP 5'UTR-luciferase reporter, luminescence; inhibition, % at 2 µM; 190,000 tested, 0.82% active; AID 1285, 2008;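 active = inhibition above a set limit, derived from the sample mean plus 3 SD, cut at about 45% in these data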; note: values of inactives mirror those of a sister screen read the other way
# G6PDH CS: L. mesenteroides G6PDH inhibitors, counter-screen for G6PDH-coupled screening assays, biochemical, Leuconostoc mesenteroides enzyme | glucose-6-phosphate dehydrogenase [Leuconostoc mesenteroides] | Purified L. mesenteroides G6PDH, diaphorase/resazurin coupled fluorescence, 45 min | inhibition, % at 5 µM | 200,000 tested, 0.12% active; in the data active = inhibition above about 50%
# * = called active by the depositor; x = no result given.
SMILES,NF-kB neuron act,FLuc inhib CS,FLuc stim CS,TLR4 MyD88 comp,Diaphorase act,APP 5'UTR act,STAT1 activator,Diaph inh CS,APP transl inh,G6PDH CS
Cc1cccc2cc(CN(Cc3nnnn3Cc3ccco3)C3CCCC3)c3nnnn3c12,0.6,1,1,7,0.7,9,100,26,-9,-40
O=C(O)CNC(=O)c1ccccc1F,x,-4,1,-12,1.1,-9,98,-13,9,14
O=C(Nc1cn(-c2ccccc2)nc1-c1ccc(Cl)cc1)c1ccccc1,0.74,-3,1,5,0.9,0,98,9,0,5
COc1ccc(OCc2cccc(C(=O)NN)c2)cc1,2.5,30,0.7,-10,0.8,80,43,24,-80,8
O=c1c2ccccc2nc(-c2cccs2)n1-c1cccc2ccccc12,0.98,-1,1,-12,1,0,106,4,0,-3
CC(C)(C)c1ccc(CS(=O)(=O)CC2(O)CCN(C(=O)c3cccc(C(F)(F)F)c3)CC2)cc1,1,-7,1.1,-15,1,14,100,2,-14,3
O=C(/C=C/Nc1ccc(F)cc1)c1ccco1,5.1*,92*,0.1,6,0.9,146*,127,15,-146,-1
Cc1cc(Cl)ccc1OC(C)C(=O)Nc1ccccc1N1CCOCC1 (stereo not drawn),0.58,-6,1.1,1,0.7,18,87,26,-18,-21
CC(=O)CCc1c(C)nc2ccc(C(=O)O)cc2c1Cl,1,2,1,5,0.5,4,99,49,-4,22
CC(C)c1ccc(/C=C2\Oc3c(ccc(O)c3CN3CCN(C)CC3)C2=O)cc1,1,11,0.9,23,1,-1,100,3,1,3
COc1ccc(/C=C(\C#N)C(=O)OCC(=O)Nc2ccc(C(C)(C)C)cc2)cc1,1.3,-7,1.1,0,0.9,14,104,9,-14,9
Cn1c(=O)[nH]c(=O)c2c1nc(N1CCCC1)n2CC(O)COc1ccccc1 (stereo not drawn),0.98,-4,1,3,1.1,-3,102,-7,3,11
Clc1ccc(-c2csc(N/N=C/c3cccnc3)n2)c(Cl)c1,1.3,2,1,4,1,3,105,-4,-2,8
Cc1nn(-c2ccccc2)c2sc(C(=O)OC3CCOC3=O)cc12 (stereo not drawn),0.93,-9,1.1,3,0.8,5,99,21,-5,-49
O=C(Nc1cccnc1)c1ccccc1-c1nc(-c2ccccc2F)no1,0.86,0,1,-8,1,0,104,4,0,18
CCOC(=O)c1sc(/N=C/c2ccc(O)cc2O)cc1C,2.2,86*,0.1,-11,0.8,5,117,17,-5,4
CCCc1nnc(SCc2ccc(OC)cc2)n1N,1.2,-1,1,-8,0.9,7,107,10,-7,5
COC(=O)c1ccc(Sc2ccc(Cl)cc2)c(N)c1,1,-8,1.1,-1,0.9,7,99,14,-6,11
Cc1cc2ncc(Cl)nc2cc1C,1,7,0.9,-7,0.9,-13,100,5,13,5
Fc1ccc(-n2c(Cc3ccccc3)nnc2SCc2nc(-c3ccc(Cl)cc3)no2)cc1,1,-6,1.1,-17,0.8,8,100,21,-8,3
CCOc1ccc(S(=O)(=O)N2CCc3ccccc3C2)cc1,1.3,-4,1,-3,0.9,4,99,9,-4,6
Cc1ccc(OCC(=O)NC2CCCC2)c(C)c1,1.9,1,1,12,0.9,19,119,10,-20,4
CC1CCC(NC(=O)Nc2cccs2)CC1 (stereo not drawn),1.8,14,0.9,1,0.8,x,115,16,x,2
CCc1cc(SC#N)cc(C)c1N,1.3,0,1,2,1.1,14,93,-9,-14,1
Cc1cc(C)nc(N(C#N)Cc2ccc([N+](=O)[O-])cc2)n1,1.1,-3,1,5,x,8,92,x,-8,0

# 12 successive compounds out of the list so far, quoted:
SMILES,NF-kB neuron act,FLuc inhib CS,FLuc stim CS,TLR4 MyD88 comp,Diaphorase act,APP 5'UTR act,STAT1 activator,Diaph inh CS,APP transl inh,G6PDH CS
Cc1nn(-c2ccccc2)c2sc(C(=O)OC3CCOC3=O)cc12 (stereo not drawn),0.93,-9,1.1,3,0.8,5,99,21,-5,-49
O=C(Nc1cccnc1)c1ccccc1-c1nc(-c2ccccc2F)no1,0.86,0,1,-8,1,0,104,4,0,18
CCOC(=O)c1sc(/N=C/c2ccc(O)cc2O)cc1C,2.2,86*,0.1,-11,0.8,5,117,17,-5,4
CCCc1nnc(SCc2ccc(OC)cc2)n1N,1.2,-1,1,-8,0.9,7,107,10,-7,5
COC(=O)c1ccc(Sc2ccc(Cl)cc2)c(N)c1,1,-8,1.1,-1,0.9,7,99,14,-6,11
Cc1cc2ncc(Cl)nc2cc1C,1,7,0.9,-7,0.9,-13,100,5,13,5
Fc1ccc(-n2c(Cc3ccccc3)nnc2SCc2nc(-c3ccc(Cl)cc3)no2)cc1,1,-6,1.1,-17,0.8,8,100,21,-8,3
CCOc1ccc(S(=O)(=O)N2CCc3ccccc3C2)cc1,1.3,-4,1,-3,0.9,4,99,9,-4,6
Cc1ccc(OCC(=O)NC2CCCC2)c(C)c1,1.9,1,1,12,0.9,19,119,10,-20,4
CC1CCC(NC(=O)Nc2cccs2)CC1 (stereo not drawn),1.8,14,0.9,1,0.8,x,115,16,x,2
CCc1cc(SC#N)cc(C)c1N,1.3,0,1,2,1.1,14,93,-9,-14,1
Cc1cc(C)nc(N(C#N)Cc2ccc([N+](=O)[O-])cc2)n1,1.1,-3,1,5,x,8,92,x,-8,0

# Reformatted tab-delimited: part of the list above.
mol	NF-kB neuron act	FLuc inhib CS	FLuc stim CS	TLR4 MyD88 comp	Diaphorase act	APP 5'UTR act	STAT1 activator	Diaph inh CS	APP transl inh	G6PDH CS
O=c1c2ccccc2nc(-c2cccs2)n1-c1cccc2ccccc12	0.98	-1	1	-12	1	0	106	4	0	-3
CC(C)(C)c1ccc(CS(=O)(=O)CC2(O)CCN(C(=O)c3cccc(C(F)(F)F)c3)CC2)cc1	1	-7	1.1	-15	1	14	100	2	-14	3

# Next part
SMILES,NF-kB neuron act,FLuc inhib CS,FLuc stim CS,TLR4 MyD88 comp,Diaphorase act,APP 5'UTR act,STAT1 activator,Diaph inh CS,APP transl inh,G6PDH CS
CCOC(=O)C(=O)Nc1ccccc1C(N)=O,1,-6,1.1,-11,0.9,-10,98,6,10,4
O=C(Nc1ccc(C(=O)O)cc1)/C(=C/c1ccc([N+](=O)[O-])cc1)NC(=O)c1ccccc1,0.91,-9,1.1,-6,1,20,95,3,-20,8
COc1ccc(-c2[nH]ncc2-c2cnn(-c3ccccc3)c2)c(O)c1,0.87,-3,1,2,0.8,0,108,21,0,3
CCN(CC)c1ccc(NC(=O)Cn2ncc3c(C)n(Cc4ccccc4F)c(C)c3c2=O)c(C)c1,0.98,1,1,1,0.9,2,99,12,-2,21
COc1ccc(Cn2c(O)c(/C=N/NC(=O)c3cccnc3)c3ccccc3c2=O)cc1,1.1,-5,1.1,2,0.8,-5,88,16,5,-17
CC(C)(C)NC(=O)C(=O)NNC(=O)COc1ccc(Br)cc1,0.99,-7,1.1,-10,0.9,9,97,13,-9,12
CCCCOC(=O)Nc1ccc(C(=O)OC)cc1,1.9,1,1,2,0.9,59,125,12,-58,5
COc1ccc(C2C(C(C)=O)=C(C)N=c3s/c(=C\c4ccc5c(c4)OCO5)c(=O)n32)c(OC)c1 (stereo not drawn),x,x,x,1,x,-2,99,x,2,x
CCOC(=O)N/N=C\C=C\c1ccco1,1.1,-3,1,-17,1,-2,107,0,2,-8
COc1cccc(C(c2nnnn2Cc2ccco2)N2CCN(Cc3ccccc3)CC2)c1OC (stereo not drawn),1.1,-2,1,1,0.8,2,100,19,-2,10
CCn1c(NC(=O)Nc2cccc(C)c2C)cc2sccc21,1.1,-3,1,-10,0.7,-3,95,28,3,-2
Cc1cccc(C)c1NC(=O)Nc1cccs1,0.98,-5,1,-13,0.9,-6,86,8,6,4
COc1ccc(N=N/C(=C\O)C(=O)c2ccco2)cc1,1.8,21,0.8,-18,0.8,20,109,17,-20,-3
CCCCNC(=O)CSc1nc2ccccc2n1S(=O)(=O)c1ccc(Cl)cc1,1.3,-5,1.1,-3,0.9,-9,97,7,9,-6
O=C(CN1CCN(CC(=O)Nc2ccccc2F)CC1)Nc1ccc2c(c1)OCCO2,1.1,-1,1,-2,1,-12,106,4,12,4
Cc1ccc(C2C(=O)N(C3CCC(C)CC3)CC(=O)N2C2CC2)cc1 (stereo not drawn),1.2,-2,1,-15,0.9,0,100,11,0,0
O=C1Nc2ccc(Br)cc2C1=Nc1ccc(-c2nnc3n2CCCCC3)cc1,0.59,-6,1.1,-5,0.9,9,95,11,-9,9
COC(=O)Cn1ccc(-c2ccc(Cl)cc2)c(C#N)c1=O,1.1,-4,1,6,0.9,1,105,6,-1,-1
COc1cccc(CC2(CO)CCCN(Cc3cn[nH]c3-c3cc(C)ccc3C)C2)c1 (stereo not drawn),1.1,-4,1,-10,1.1,-2,84,-10,2,8
COc1cc(/C=C/C(=O)OCC(=O)NC(=O)NCc2ccccc2)ccc1OCC#N,x,-5,1,-18,0.8,10,105,24,-10,9
Nc1c(C(=O)OCC2CCCO2)c2nc3ccccc3nc2n1C1CCCCC1 (stereo not drawn),1,-5,1.1,4,0.8,18,93,25,-18,1
Cc1ccc(S(=O)(=O)NNC(=O)C2CCN(Cc3ccccc3)CC2)cc1,1.2,-6,1.1,-5,1,3,96,0,-4,11
CCOC(=O)Cc1nnc(Nc2ccc(C)cc2)c2ccccc12,1.3,5,1,-5,0.9,-23,99,13,23,5
CCCCC(c1nnnn1CC1CCCO1)N1CCN(c2cc(Cl)ccc2C)CC1 (stereo not drawn),0.76,-8,1.1,-8,0.7,-5,102,33,5,3
COCCN(C(=O)CN1CCc2ccccc2C1)c1c(N)n(Cc2ccccc2)c(=O)[nH]c1=O,1.4,-7,1.1,-8,0.8,2,101,16,-2,-2
O=C1c2ccccc2C(=O)N1CCCCN(C(=O)c1cc2ccccc2oc1=O)c1ccc(Cl)cc1,0.72,-6,1.1,4,0.8,-4,94,20,4,-3
COc1ccc2cc3c(N)nn(C(=O)Cc4ccccc4OC)c3nc2c1,1,-6,1.1,5,0.6,0,105,42,0,-2
CC(C)[C@H](NC(=O)c1ccccc1)C(=O)OCC(=O)NCc1ccc(F)cc1,0.92,-9,1.1,-16,1,17,108,5,-17,-4
O=C(O)C/C=C(/NC(=O)OCc1ccccc1)C(=O)OCc1ccccc1,0.99,-6,1.1,-8,0.9,11,97,6,-10,9
Cc1ccc(C)c(N2CCN(C(=O)CN(C)S(=O)(=O)c3cnc[nH]3)CC2)c1,1.1,0,1,-16,1,12,104,-2,-12,6

# Assay outcomes (PubChem)
